GluA2 TARP mod = modulators of AMPA receptor GluA2-stargazin complexes | HEK293 GluA2+stargazin, membrane potential dye (FDSS), glutamate EC50; hits were called plate by plate, in both directions | calls only at 30 µM | 40,000 compounds, 3.5% hits | AID 1259245;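 active means any of four per-well response measures lying three or more SD from its plate-wide compound average, in either direction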
Target sequence (O88602 whole entry, looked up): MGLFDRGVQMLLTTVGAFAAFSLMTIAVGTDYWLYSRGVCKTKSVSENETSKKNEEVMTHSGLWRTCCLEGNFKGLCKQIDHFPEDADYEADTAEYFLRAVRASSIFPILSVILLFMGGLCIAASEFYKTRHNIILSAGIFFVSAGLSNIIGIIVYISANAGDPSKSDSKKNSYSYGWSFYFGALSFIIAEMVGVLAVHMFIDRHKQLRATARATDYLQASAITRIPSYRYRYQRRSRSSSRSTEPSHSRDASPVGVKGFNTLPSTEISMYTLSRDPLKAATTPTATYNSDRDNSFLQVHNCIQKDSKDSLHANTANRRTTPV
Target sequence (P19491 whole entry, looked up): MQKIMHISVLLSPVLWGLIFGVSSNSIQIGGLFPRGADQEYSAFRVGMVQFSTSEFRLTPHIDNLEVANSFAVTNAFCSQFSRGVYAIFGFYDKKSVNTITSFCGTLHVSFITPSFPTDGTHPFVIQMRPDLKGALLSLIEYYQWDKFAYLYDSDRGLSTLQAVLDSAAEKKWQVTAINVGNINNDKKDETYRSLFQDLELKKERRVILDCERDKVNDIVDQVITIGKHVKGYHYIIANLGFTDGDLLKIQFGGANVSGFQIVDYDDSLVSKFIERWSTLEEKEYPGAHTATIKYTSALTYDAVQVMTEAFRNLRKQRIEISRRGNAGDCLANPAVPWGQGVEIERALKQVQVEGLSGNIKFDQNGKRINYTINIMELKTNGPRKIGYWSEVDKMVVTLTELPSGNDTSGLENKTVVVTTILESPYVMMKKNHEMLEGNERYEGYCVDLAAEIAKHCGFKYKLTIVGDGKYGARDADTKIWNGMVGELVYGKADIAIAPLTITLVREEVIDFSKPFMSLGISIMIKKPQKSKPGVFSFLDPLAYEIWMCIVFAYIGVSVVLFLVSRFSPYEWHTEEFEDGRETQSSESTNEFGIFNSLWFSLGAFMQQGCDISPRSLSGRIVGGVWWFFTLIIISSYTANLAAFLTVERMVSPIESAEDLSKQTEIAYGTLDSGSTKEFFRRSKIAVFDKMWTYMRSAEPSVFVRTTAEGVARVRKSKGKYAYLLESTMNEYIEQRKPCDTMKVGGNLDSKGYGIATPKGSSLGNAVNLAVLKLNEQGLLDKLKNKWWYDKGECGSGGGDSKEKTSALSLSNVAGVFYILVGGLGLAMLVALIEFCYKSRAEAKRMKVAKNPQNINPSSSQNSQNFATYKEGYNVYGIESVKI
GluA2 TARP mod agonism max-min = also measured in GluA2 TARP mod; calls as there; compound max-min signal; compound-alone response (agonism);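 unitless range of fluorescence divided by baseline over first 100 seconds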
GluA2 TARP mod glutamate slope = further read-out of GluA2 TARP mod, marked with its call; glutamate slope, % of max; measured here: glutamate response slope, % max;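 scaled per plate between vehicle wells and maximal 1 mM glutamate control wells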
Numbers without * were called inactive; i = inactive; + = active, no number; & = joins results of further samples.

GluA2 TARP mod	GluA2 TARP mod agonism max-min	GluA2 TARP mod glutamate slope	Structure
i	0.077	79	CCc1cccc(NC(=O)c2c(O)c3ccccc3n(CC)c2=O)c1
i	0.12	46	C=CCNC(=O)NC1CCCCC1N1C(=O)CSC1=O (stereo not drawn)
+	0.051*	85*	COc1ccc(CCS(=O)(=O)Nc2ccc3c(c2)N(C(=O)C(C)(C)C)CC3)cc1
i	0.1	66	Cc1ccc(Cn2c(C3CC(=O)N(c4ccc(C)cc4)C3)nc3ccccc32)cc1 (stereo not drawn)
i	0.07	27	O=C(NCCn1nc(-c2ccc(Cl)cc2)ccc1=O)NCc1ccccc1
i	0.11	72	CC(=O)Nc1ccc(OCC(O)CN(c2ccc(F)cc2)S(C)(=O)=O)cc1 (stereo not drawn)
i	0.066	58	C=C(C)c1cccc(C(C)(C)NC(=O)NNC(=O)c2cccnc2)c1
i	0.058	43	CC1CN(c2ncnc3c2cnn3CCNC(=O)c2cccc(C(F)(F)F)c2)CC(C)O1 (stereo not drawn)
i	0.077	48	Cc1ccc(NC(=O)N2CCN(c3ccc4nnc(C5CC5)n4n3)CC2)cc1F
i	0.078	36	COc1cccc(CCNC(=O)Cc2csc(NC(=O)c3ccc(=O)[nH]c3)n2)c1
i	0.055	59	COc1cc(COCC2CCN(CC(=O)Nc3cccc(C)c3C)CC2)cc(OC)c1
i	0.12	51	CCN1CCN(/C=C(\C#N)C(=O)Nc2cccc(Cl)c2)CC1
i	0.11	53	CSc1ccccc1C(=O)NCC(O)(c1ccccc1)C(F)(F)F (stereo not drawn)
i	0.1	71	NC(=O)c1c(NC(=O)CCCS(=O)(=O)c2ccccc2)sc2c1CCCC2
i	0.085	50	O=C(CN1N=NC2C(=O)N(c3ccc(Br)cc3)C(=O)C21)Nc1ccccc1[N+](=O)[O-] (stereo not drawn)
i	0.051	63	O=C(Cn1c2c(c(=O)n(C3CCCCC3)c1=O)CCC2)NCc1ccc2c(c1)OCO2
i	0.06	38	COc1ccc(-c2ccc(=O)n(CCCC(=O)Nc3ccc(Cl)cc3)n2)cc1
i	0.12	64	O=c1ccc(-c2cccs2)nn1CCCNS(=O)(=O)c1ccc(Cl)c(Cl)c1
i	0.095	66	CCCc1nnsc1C(=O)Nc1ccc2c(c1)N(S(C)(=O)=O)CCC2
i	0.13	33	CCN(CC)CCN(C(=O)c1ccn(C)n1)c1nc2c(F)cccc2s1
i	0.047	49	O=C(c1cccs1)N1CC(C(=O)N2CCN(c3ncccn3)CC2)C1
+	0.2*	76*	O=C(CCS(=O)(=O)c1ccc(Cl)cc1)Nc1nnc(-c2ccccn2)o1
i	0.11	56	CC(O)(CNC(=O)c1ccsc1)c1ccc2c(c1)OCO2 (stereo not drawn)
i	0.05	44	O=C(c1ccc(COc2ccc(Cl)cc2)cc1)N1CCOCC1
i	0.087	54	CC(C)S(=O)(=O)c1cccc(C(=O)Nc2cccc3c2C(=O)N(C)C3=O)c1
i	0.056	46	Cc1ccc(NC(=O)Cn2nc(-c3ccc(Cl)cc3)ccc2=O)cc1
i	0.17	57	COc1ccc(-c2noc(-c3c(SC)nn(CC(=O)Nc4cc(C)cc(C)c4)c3N)n2)cc1
i	0.036	27	O=C(NCC1CCN(C(=O)c2cc3ccccc3o2)CC1)c1ccccn1
i	0.099	61	COc1ccc(F)cc1S(=O)(=O)NCC#CCN1CCCCC1
i	0.1	35	CCc1ccc(Oc2cc(N3CCC(C(=O)NCc4ccc(Cl)cc4)CC3)ncn2)cc1
i	0.035	29	COc1ccc(CC(=O)NCCN2CCOC(c3ccccc3)C2)cc1 (stereo not drawn)
i	0.082	65	COc1ccc(N2C(=O)CN(CCCc3ccccc3)C3CS(=O)(=O)CC32)cc1 (stereo not drawn)
i	0.11	32	CC1(C)NC(=O)N(CC(O)COc2ccc(I)cc2)C1=O (stereo not drawn)
i	0.067	43	O=C(NCC1CCN(C(=O)/C=C/c2ccco2)CC1)c1cccc(Cl)c1
i	0.07	55	CSc1ccc(-c2noc(CSc3nc(-c4ccccc4)cc(=O)[nH]3)n2)cc1
i	0.082	58	CS(=O)(=O)N1N=C(c2ccc3c(c2)OCO3)CC1c1cccs1 (stereo not drawn)
i	0.15	87	Cc1cc(S(=O)(=O)N2CC3CC2C(=O)O3)c(Cl)cc1Cl (stereo not drawn)
i	0.037	32	COc1ccc(NC(=O)c2ccc(=O)n(CC(=O)Nc3cccc(C(C)=O)c3)n2)cc1
i	0.097&0.042	46&117	O=C(Cn1cc(-c2nc(-c3ccc(Cl)cc3)no2)ccc1=O)NCc1ccco1
i	0.16	74	COc1cc(/C=N/Nc2ncnc3nc[nH]c23)cc(OC)c1OC
i	0.11	62	CCOc1ccccc1NC(=O)/C=C/c1ccc(OC)c(OC)c1
i	0.028	47	CN(C)C(=O)CSc1nnc2c(=O)n(-c3ccc(F)cc3)ccn12
i	0.15	64	CCCCc1cnc2c(c1SCC(=O)Nc1cccc([N+](=O)[O-])c1)c(=O)n(C)c(=O)n2C
i	0.033	51	NCCS(=O)(=O)N1CCN(c2ncccn2)CC1
i	0.037	42	O=C(NCc1ccco1)C(=O)Nc1ccc(N2CCCS2(=O)=O)cc1
i	0.08	42	COc1ccc(Cl)cc1C(=O)Nc1ccc(CC(=O)NCc2cccs2)cc1
i	0.12	61	Cc1oc(-c2cccc([N+](=O)[O-])c2)cc1C(=O)N1CCOCC1
i	0.067	57	Cc1ccc2c(CC(=O)NCc3cccs3)cc(=O)oc2c1
i	0.083	37	Cc1nn2c(nc1=O)NNC2(C)C(C)(C)C (stereo not drawn)
i	0.023	54	NNC(=O)c1ccc(OCC(O)CN2CCN(c3ccc(F)cc3)CC2)cc1 (stereo not drawn)

The list continues:
GluA2 TARP mod	GluA2 TARP mod agonism max-min	GluA2 TARP mod glutamate slope	Structure
i	0.093&0.054	43&114	CCSc1ccccc1NC(=O)c1nnn(-c2ccccc2)c1C
i	0.029	51	CCC1CCC(C(=O)NC(C(=O)NCc2ccco2)C(C)C)CC1 (stereo not drawn)
i	0.078	60	COc1cn(-c2ccc(F)cc2)nc1C(=O)N1CCN(C(=O)c2ccco2)CC1
i	0.048	49	CC(C)(C)C(=O)NCC#CCN1CCc2ccccc2C1
i	0.073	95	COc1ccccc1CCNC(=O)C(=O)Nc1c2c(nn1C(C)(C)C)CS(=O)(=O)C2
i	0.077	63	COc1ccc(CCS(=O)(=O)NCC2(O)CCCC2)cc1
i	0.095	30	CC(=O)Nc1ccc(S(=O)(=O)Nc2ccc3c(c2)N(C(=O)C2CC2)CC3)cc1
i	0.053	48	COc1ccc(NC(C)=O)cc1NC(=O)c1ccc(=O)n(Cc2ccccc2Cl)c1
i	0.04	47	Cc1cc(C)c(NC(=O)CN2C(=O)CCC2=O)c(C)c1
i	0.067	60	CC1CCN(C(=O)c2cc(NC(=O)c3ccc(-c4ccccc4)cc3)c(=O)n(C)c2)CC1
i	0.1	59	O=C(Oc1ccc2c(=O)c(-c3ccccc3)c(C(F)(F)F)oc2c1)N1CCOCC1
i	0.12	63	Cc1cc(=O)[nH]c(-n2nc(C)c(CCC(=O)N3CCCCC3C)c2C)n1 (stereo not drawn)
i	0.097	63	COC(=O)c1ccc(NC(=O)Cn2cc(-c3nnc(-c4ccco4)o3)c3ccccc32)cc1
i	0.092	56	Cc1ccc(C)c(N2CCN(C(=O)CCCCn3c(=O)[nH]c4ccccc4c3=O)CC2)c1
i	0.043	51	Cc1cc(C)c2sc(N3CCN(C(=O)CCCS(=O)(=O)c4ccccc4)CC3)nc2c1
i	0.067	9	O=C(Nc1nnc(COc2ccc(Cl)cc2)s1)c1ccco1
i	0.1	53	COc1ccc(S(=O)(=O)Nc2ccc3c(c2)N(S(C)(=O)=O)CCC3)cc1OC
i	0.1	69	COc1nn(C)cc1C(=O)NCC1CCN(Cc2ccco2)CC1
i	0.048	30	CS(=O)(=O)N1CCC(C(=O)N2CCN(c3ccc(-c4ccco4)nn3)CC2)CC1
i	0.096	62	Cc1noc(C)c1S(=O)(=O)N1CCC(Cn2c(COc3ccccc3)nc3ccccc32)CC1
i	0.1	56	O=C(/C=C/c1ccccc1)N1CCN(c2ccc(N3CCN(CCO)CC3)nn2)CC1
i	0.1	74	COc1ccc(OC)c(S(=O)(=O)NCCCn2nc(-c3cccs3)ccc2=O)c1
i	0.081	47	C#CCn1c(=NC(=O)c2cc(C)no2)sc2cc(F)ccc21
i	0.095	52	COc1cc(C(=O)Nc2ccc3c(c2)N(C(=O)C(C)C)CCC3)cc(OC)c1OC
i	0.04	89	CC(C)(C)n1nc2c(c1NC(=O)C(=O)NCc1ccccc1Cl)CS(=O)(=O)C2
i	0.14	62	COCCCn1c(C(=O)NC2CCCCC2C)cc2c(=O)n3cccc(C)c3nc21 (stereo not drawn)
+	0.11*	2.1*	COc1cccc(NC(=O)Cn2cccc(-c3nc(-c4ccc(Br)cc4)no3)c2=O)c1
i	0.12	59	O=C(CCc1csc(NC(=O)c2ccc(Cl)cc2)n1)NCCc1ccccc1
i	0.03	51	COc1ccc(S(=O)(=O)NCC2CCCO2)cc1N(C)S(=O)(=O)c1ccccc1 (stereo not drawn)
i	0.068	61	COc1ccc(-c2noc(CSc3nc4ccsc4c(=O)n3-c3ccc(OC)cc3)n2)cc1

Quoted from the listing, 14 compounds:
GluA2 TARP mod	GluA2 TARP mod agonism max-min	GluA2 TARP mod glutamate slope	Structure
i	0.092	56	Cc1ccc(C)c(N2CCN(C(=O)CCCCn3c(=O)[nH]c4ccccc4c3=O)CC2)c1
i	0.043	51	Cc1cc(C)c2sc(N3CCN(C(=O)CCCS(=O)(=O)c4ccccc4)CC3)nc2c1
i	0.067	9	O=C(Nc1nnc(COc2ccc(Cl)cc2)s1)c1ccco1
i	0.1	53	COc1ccc(S(=O)(=O)Nc2ccc3c(c2)N(S(C)(=O)=O)CCC3)cc1OC
i	0.1	69	COc1nn(C)cc1C(=O)NCC1CCN(Cc2ccco2)CC1
i	0.048	30	CS(=O)(=O)N1CCC(C(=O)N2CCN(c3ccc(-c4ccco4)nn3)CC2)CC1
i	0.096	62	Cc1noc(C)c1S(=O)(=O)N1CCC(Cn2c(COc3ccccc3)nc3ccccc32)CC1
i	0.1	56	O=C(/C=C/c1ccccc1)N1CCN(c2ccc(N3CCN(CCO)CC3)nn2)CC1
i	0.1	74	COc1ccc(OC)c(S(=O)(=O)NCCCn2nc(-c3cccs3)ccc2=O)c1
i	0.081	47	C#CCn1c(=NC(=O)c2cc(C)no2)sc2cc(F)ccc21
i	0.095	52	COc1cc(C(=O)Nc2ccc3c(c2)N(C(=O)C(C)C)CCC3)cc(OC)c1OC
i	0.04	89	CC(C)(C)n1nc2c(c1NC(=O)C(=O)NCc1ccccc1Cl)CS(=O)(=O)C2
i	0.14	62	COCCCn1c(C(=O)NC2CCCCC2C)cc2c(=O)n3cccc(C)c3nc21 (stereo not drawn)
+	0.11*	2.1*	COc1cccc(NC(=O)Cn2cccc(-c3nc(-c4ccc(Br)cc4)no3)c2=O)c1

Following part
GluA2 TARP mod	GluA2 TARP mod agonism max-min	GluA2 TARP mod glutamate slope	Structure
i	0.1	39	O=C(Cc1ccc(NS(=O)(=O)c2cc(F)ccc2F)cc1)NCc1cccs1
i	0.085	50	Cc1nc2ccccn2c1C(=O)NCC1CCN(C(=O)COc2ccccc2)CC1
+	0.082*	74*	O=S(=O)(c1ccccc1)c1nc(-c2ccccc2Cl)oc1N1CCCC1
+	0.13*	104*	COc1ccc(-n2c(C)nc3ccc(NC(=O)c4ccc(F)c(F)c4)cc3c2=O)cc1
i	0.14	35	Cc1c(Cl)ccc2sc(N(CCCn3ccnc3)C(=O)c3ccco3)nc12
i	0.055	26	CCN(CC)S(=O)(=O)c1ccc(C(=O)Nc2nnc(-c3ccnn3C(C)C)o2)cc1
i	0.051	56	COc1ccc(OC)c(NC(=O)CSc2c(C)cnc3c2c(=O)n(C)c(=O)n3C)c1
i	0.051	59	Cc1ccc(-n2nnc3c(N4CCN(C(=O)CCl)CC4)ncnc32)cc1
i	0.076	48	O=C(Cn1nc(-c2ccco2)c2sc(N3CCCCC3)nc2c1=O)NCc1ccc2c(c1)OCO2
i	0.15	58	CCc1cccc2sc(NC(=O)C3CCCCN3S(C)(=O)=O)nc12 (stereo not drawn)
i	0.15	60	O=C(c1ccc(Cl)c(N2C(=O)CCS2(=O)=O)c1)N1CCN(c2ccccc2)CC1
i	0.04	47	Cn1c(=O)c2c(SCC(=O)Nc3nc4ccccc4s3)ccnc2n(C)c1=O
i	0.065	69	Cc1ccc(-c2ccc(=O)n(CCCNS(=O)(=O)c3ccc(F)cc3F)n2)cc1
i	0.066	39	C#CC1(OCC(O)CN2CCc3cc(OC)c(OC)cc3C2)CCCCC1 (stereo not drawn)
i	0.12	80	CCOc1ccc(C(=O)NCC(O)Cc2ccccc2)cc1 (stereo not drawn)
i	0.066	57	CCOc1ccc(/C=C/C(=O)Nc2ccccc2OC)cc1
i	0.16	62	COc1ccc(OC)c(S(=O)(=O)Nc2ccc(-c3cn4ccccc4n3)cc2)c1
i	0.13	57	O=C(Cn1c(=O)[nH]c2ccccc2c1=O)NCCn1ncccc1=O
i	0.11	36	CC(=O)Nc1cccc(NC(=O)CCc2sc(C)nc2-c2cccs2)c1
i	0.14	62	CSc1ccccc1NC(=O)CCc1csc(NC(=O)c2cccs2)n1
i	0.078	60	CSCCC(C)(O)CNC(=O)c1cnc2ccccc2n1 (stereo not drawn)
i	0.13	51	COc1cc(N2CCN(S(=O)(=O)c3cccs3)CC2)nc(OC)n1
i	0.032	29	CC(C)N1CCc2nc(NC(=O)COc3ccc(Cl)cc3)sc2C1
i	0.096	55	CC(C)(C)C(=O)N1CCc2ccc(NC(=O)c3ccc4ccccc4c3)cc21
i	0.086	56	O=C(NCC1CCN(S(=O)(=O)c2cccnc2)CC1)C(=O)Nc1ccon1
i	0.076	81	Cc1cc(C)n(CCN2CCCN(C(=O)c3cccc(C(F)(F)F)c3)CC2)n1

Screening data: PubChem, Vanderbilt High Throughput Screening Facility

These rows are one share of the data. The share of hits here may be higher or lower than overall.
